Screening results from PubChem BioAssay.
NR2F2 inh – inhibitors of human COUP-TFII (NR2F2) | HEK293T NGFI-A luciferase reporter, luminescence | inhibition, % at 8.6 µM | 370,000 tested, 0.7% active | AID 686940;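 active = inhibition above a per-plate cutoff, mean inhibition of test wells between control levels plus 3 SD, cut at about 38% in these data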;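 note: cells cotransfected with COUP-TFII expression vector driving the NGFI-A reporter; 0% = median of COUP-TF2 test wells and 100% = reporter-only cells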
Target sequence (P24468 whole entry, looked up): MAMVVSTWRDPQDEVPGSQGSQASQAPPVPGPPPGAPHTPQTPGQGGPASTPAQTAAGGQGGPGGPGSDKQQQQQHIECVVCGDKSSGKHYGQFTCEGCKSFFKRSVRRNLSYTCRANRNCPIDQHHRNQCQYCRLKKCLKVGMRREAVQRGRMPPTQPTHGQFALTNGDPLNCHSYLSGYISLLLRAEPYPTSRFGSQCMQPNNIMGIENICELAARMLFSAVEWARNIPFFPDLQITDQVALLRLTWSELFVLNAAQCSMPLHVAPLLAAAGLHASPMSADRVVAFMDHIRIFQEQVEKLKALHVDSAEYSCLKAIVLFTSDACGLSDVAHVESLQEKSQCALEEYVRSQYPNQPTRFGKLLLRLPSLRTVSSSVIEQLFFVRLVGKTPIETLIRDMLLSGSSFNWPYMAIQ
TRAIL sens C8 – caspase-8 TRAIL sensitization | inhibition (viability loss, TRAIL sensitization), % at 10 µM | 360,000 tested, 1% active | NB7+C8 cells + TRAIL, ATPlite viability luminescence;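 active = compounds causing at least 50% loss of cell viability in the single-dose screen, relative to plate controls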
LMP1 NFkB inh – inhibitors of Epstein-Barr LMP1-induced NF-kappaB reporter; LMP1-induced NF-kappaB luciferase reporter cells, luminescence; inhibition, % at 12.5 µM; 350,000 tested, 0.69% active; AID 504558; in the data active = inhibition above about 41%;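 note: 0% = neutral control wells and 100% = reference inhibitor control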
NR5A2 inv ag – suppresses constitutive activity of human LRH-1. O00482. HEK293T StAR-luciferase reporter, LRH-1 transfected, 24 h. inhibition, % at 3.6 µM. 360,000 tested, 0.13% active;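 active = inhibition above the mean inhibition of all tested compounds plus 3 SD, cut at about 73% in these data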;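 note: 0% = DMSO wells and 100% = reporter-only cells lacking LRH-1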
Target sequence (O00482 whole entry, looked up): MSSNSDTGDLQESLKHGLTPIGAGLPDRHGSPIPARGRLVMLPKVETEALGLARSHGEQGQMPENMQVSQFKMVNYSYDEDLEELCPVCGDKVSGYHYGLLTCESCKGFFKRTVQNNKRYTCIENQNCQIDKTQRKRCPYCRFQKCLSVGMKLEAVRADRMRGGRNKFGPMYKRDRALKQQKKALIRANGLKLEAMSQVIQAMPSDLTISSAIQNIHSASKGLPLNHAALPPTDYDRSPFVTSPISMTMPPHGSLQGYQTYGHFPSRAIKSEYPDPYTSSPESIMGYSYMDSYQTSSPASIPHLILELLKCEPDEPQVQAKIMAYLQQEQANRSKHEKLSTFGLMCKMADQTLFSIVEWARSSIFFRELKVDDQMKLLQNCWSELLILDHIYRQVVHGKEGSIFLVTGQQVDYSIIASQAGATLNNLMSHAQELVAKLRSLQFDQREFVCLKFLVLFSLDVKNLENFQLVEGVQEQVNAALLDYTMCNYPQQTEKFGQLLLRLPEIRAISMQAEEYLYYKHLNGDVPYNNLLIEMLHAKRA
SRC1 inh – inhibits human SRC1 coactivator | Q15788 | HEK293 GAL4-SRC1 luciferase reporter, luminescence | inhibition, % at 3.6 µM | 360,000 tested, 0.12% active;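 active = inhibition above the campaign mean plus 3 SD, with each screening campaign given its own cutoff, cut at about 60% in these data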;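 note: 0% = DMSO treated cells and 100% = gossypol at 36 µM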
SRC2 inh – human SRC2 (NCOA2) inhibition. 370,000 tested, 0.17% active. HEK293 GAL4-SRC2 luciferase reporter, luminescence. inhibition, % at 9 µM. Q15596;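 active = inhibition above the mean inhibition of all tested compounds plus 3 SD, set per campaign, cut at about 52% in these data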;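 note: 0% = DMSO treated cells and 100% = cells given Gossypol at 36 µM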
SRC3 inh – inhibits human SRC3 coactivator; AID 588352; HEK293 GAL4-SRC3 luciferase reporter, luminescence; 360,000 tested, 0.17% active; Q9Y6Q9; inhibition, % at 3.6 µM;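 active = inhibition above a per-campaign cutoff, the mean of all compounds plus 3 SD, cut at about 60% in these data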;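 note: 0% = DMSO-treated cells and 100% = gossypol-treated cells at 36 µM; higher means less SRC3-driven luciferase light from the GAL4 reporter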
CF NFkB block – inhibitors of cystic fibrosis induced NF-kB. KKLEB NF-kB-GFP reporter, PAF-induced, GFP fluorescence overnight. inhibition, % at 5 µM. 360,000 tested, 0.86% active;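 active = at least 50% inhibition at 5 µM, scaled per plate between neutral and stimulator controls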;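 note: PAF is a Pseudomonas aeruginosa culture filtrate used as stimulus; plate controls were PAF-stimulated DMSO wells for no effect and unstimulated DMSO wells for full effect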
TWEAK Fn14 block – TWEAK-Fn14 signaling inhibition; AID 1159606; inhibition, % at 10 µM; 360,000 tested, 2% active; TWEAK-stimulated Fn14 reporter cells, luciferase luminescence, 8 h; in the data active = inhibition above about 50%
KKLEB tox – reduces viability of KKLEB cystic fibrosis airway cells. activity change (cytotoxicity), % at 5 µM. 360,000 tested, 0.36% active. KKLEB CF airway cells viability, ATPlite luminescence, overnight; hits give low values; cells stimulated with P. aeruginosa culture filtrate;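 active = corrected activity change at or below -50% at 5 µM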
TROY NFkB inh – inhibitors of TROY-dependent NF-kB signaling | AID 1347056 | 360,000 tested, 0.98% active | inhibition, % at 10 µM | Q293 LMP1-TROYcd NF-kB luciferase reporter, 4 h;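 active = compounds whose plate-normalised and pattern-corrected inhibition of the luciferase reporter signal at the single screening dose is 50% or more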
* = called active by the depositor; nt = no result given.

# | SMILES | LMP1 NFkB inh | NR2F2 inh | KKLEB tox | SRC2 inh | SRC3 inh | TRAIL sens C8 | SRC1 inh | CF NFkB block | TROY NFkB inh | NR5A2 inv ag | TWEAK Fn14 block
1 | C/C(=N\OC(=O)Nc1ccc(Cl)cc1)c1ncc(C(F)(F)F)cc1N1CCOCC1 | -13 | -17 | 10 | -10 | -37 | 5 | -2 | -20 | -30 | -16 | -29
2 | COc1ccc(OC)c(C2C(C#N)=C(N)Oc3cc(C)n(Cc4ccccn4)c(=O)c32)c1 (configuration not stated) | 10 | -11 | -1 | 3 | 4 | -13 | 3 | 3 | 1 | -2 | -14
3 | CCC(NC(=O)c1cc(COc2cncc(Cl)c2)on1)c1ccncc1 (configuration not stated) | -5 | 6 | -5 | 4 | 8 | -5 | -29 | 8 | 0 | 34 | -1
4 | CCOC(=O)N1CCN(Cc2c(F)cccc2Cl)CC1 | -3 | 12 | -6 | -16 | 11 | -3 | -7 | 2 | 3 | 2 | -11
5 | CCC(C)(C)C1CCC2(CC1)NC(=O)N(CC(=O)N1CCN(S(=O)(=O)c3cc(C)ccc3C)CC1)C2=O (configuration not stated) | 10 | -13 | 5 | 19 | -1 | 23 | -8 | -1 | -4 | 11 | 10
6 | CS(=O)(=O)c1[nH]nc(-c2ccccc2Cl)c1C#N | nt | 8 | 0 | -15 | 5 | 12 | 2 | 2 | -1 | 8 | 1
7 | COc1cc(C(=O)O/N=C(\N)c2ccc([N+](=O)[O-])cc2)cc(OC)c1OC | -9 | 2 | 4 | -3 | -8 | -2 | 3 | -5 | -9 | 6 | -32
8 | O=c1nc2ccc(Cl)cn2c2ccc(S(=O)(=O)N3CCCCC3)cc12 | -3 | 20 | 3 | 6 | -3 | -4 | -6 | -7 | 25 | -1 | -6
9 | FC(F)(F)c1cc(Cl)c2nnc(-c3cccnc3)n2c1 | -7 | 6 | 2 | -11 | 1 | -7 | -13 | 7 | 0 | -3 | -22
10 | C=CCOc1ccc(/C=C/C(=O)OCC(=O)NCCC2=CCCCC2)cc1 | -11 | 1 | -15 | 9 | -16 | 9 | -50 | 5 | -10 | 9 | -3
11 | CC(C)NS(=O)(=O)c1ccc(CCC(=O)NCc2cccnc2)cc1 | 0 | 14 | 0 | -3 | -3 | 7 | 0 | -1 | -33 | 5 | 19
12 | O=C(NC1CCCc2c1cnn2-c1ccccc1F)c1ccccc1N1CCOCC1 (configuration not stated) | -31 | 15 | -5 | 5 | -6 | -3 | 3 | 6 | -20 | -7 | 4
13 | Cc1cc(C)n(-c2ccc(C(=O)N3CCc4ccccc43)cc2)n1 | -12 | -21 | -7 | -43 | -29 | 17 | -24 | 11 | -25 | -44 | 88*
14 | O=C1C(N2CCOCC2)=C(n2nnc3ccccc32)C(=O)c2ccccc21 | 65* | 39* | -22 | 58* | 25 | 94* | -20 | 86* | 14 | 20 | 45
15 | CCOC(=O)c1nnn(-c2nonc2N)c1-c1ccccc1 | -6 | 12 | -5 | -13 | -20 | -12 | -3 | 4 | 1 | -8 | 1
16 | C=CCOC(=O)C1=C(C)N=C2SCCC(=O)N2C1/C=C/c1ccccc1 (configuration not stated) | -6 | -5 | 12 | -3 | -6 | -4 | -5 | -4 | 8 | -6 | 24
17 | O=C(NCc1cccnc1)C(=O)NCC(c1ccco1)N1CCN(c2ccc(F)cc2)CC1 (configuration not stated) | 1 | 8 | 12 | 4 | 6 | -10 | 14 | -38 | 5 | 8 | 15
18 | COc1cccc(CNC(=O)Cn2nc([N+](=O)[O-])c(Br)c2C)c1 | -4 | 18 | 0 | 0 | 12 | -8 | -34 | 2 | -7 | 21 | -1
19 | CCOc1ccc(NC(=O)Cc2cccc3ccccc23)c([N+](=O)[O-])c1 | -8 | -15 | -4 | 2 | 12 | -1 | 13 | 2 | 13 | -16 | -1
20 | O=C(Nc1cc(C(F)(F)F)ccc1N1CCOCC1)c1ccc2ccccc2n1 | -29 | -9 | -9 | -46 | -14 | -3 | -21 | 24 | 6 | -33 | -11
21 | Cc1nc2ccc(Cl)cc2[nH]1 | 8 | -13 | 10 | -13 | 3 | -10 | -3 | -1 | -9 | -8 | 23
22 | CC(NC(=O)C12CC3CC(CC(C3)C1)C2)C(=O)N/N=C/C1=C(N2CCOCC2)C(=C\c2ccccc2)/CC1 (configuration not stated) | -7 | 11 | -13 | 13 | 14 | 4 | 12 | -4 | 11 | 4 | 27
23 | O=C1CNC(=O)/C(=C\c2ccccc2)N1 | 1 | -9 | -10 | -35 | -5 | 4 | -8 | -16 | -17 | -12 | 8
24 | CC(C)(C)c1ccc(C(=O)NNc2cc(Cl)cc(Cl)c2)cc1 | 5 | 8 | -5 | 11 | 14 | -13 | -15 | -6 | 1 | 12 | -10
25 | COc1ccc(-c2c(C)nn3c(N4CCCCCC4)cc(C)nc23)cc1OC | 13 | 30 | 4 | 16 | 2 | 23 | 5 | -12 | 44 | 13 | 41
26 | COCCCn1c(=N)c(C(=O)NCC2CCCO2)cc2c(=O)n3cccc(C)c3nc21 (configuration not stated) | -4 | 15 | -16 | -32 | 6 | 9 | -10 | 5 | -22 | 1 | 9
27 | CSc1nsc(SC)c1NC(=O)N1CCCCC1 | -13 | 15 | -3 | -33 | 0 | 2 | 4 | -4 | 13 | 5 | 24
28 | CSc1ccc(/C=N/NC(=O)c2cc(O)cc(O)c2)cc1 | 7 | -16 | -4 | -46 | -64 | 46 | -96 | 11 | -44 | -57 | 2
29 | COc1ccc2c(CC(=O)Nc3nc(C)cs3)coc2c1 | 3 | 3 | -13 | -2 | -5 | 12 | -19 | 6 | -14 | -28 | 5
30 | COc1ccc(NC(=O)CN2CCc3ccccc3C2)cc1S(=O)(=O)N1CCOCC1 | 3 | -13 | -1 | -12 | 12 | 6 | 17 | 1 | 13 | 4 | 32
31 | C=C(C)COc1ccc(-c2nc(N)ncc2Oc2ccccc2OCC)c(O)c1 | -20 | -3 | -14 | -14 | 0 | 19 | 4 | 32 | 16 | 7 | 28
32 | O=C1c2ccccc2C(Nc2ccc(S(=O)(=O)N3CCCCCC3)cc2)N1Cc1ccco1 (configuration not stated) | -2 | 0 | 4 | -5 | -6 | -3 | 1 | 0 | 12 | 4 | -13
33 | COc1cc(Cc2nccc3cc(OC)c(OC)cc23)c(NC(C)=O)cc1OC | -22 | -8 | 14 | -3 | -2 | -3 | -19 | -23 | -4 | 5 | 3
34 | CC1(C)Cc2c(c(=S)nc(-c3ccccc3)n2CCN2CCOCC2)CO1 | -17 | 14 | -15 | -9 | -23 | 2 | 2 | 5 | 5 | 3 | -11
35 | C=CCNCc1cc(=O)n2c(-c3ccccc3)csc2n1 | 4 | 11 | -14 | -31 | 1 | 7 | -1 | 2 | 7 | -11 | -3
36 | O=P(c1ccccc1)(c1ccccc1)c1ccc(O)cc1 | -8 | -18 | -13 | -24 | 4 | -5 | -1 | 8 | -5 | -2 | 0
37 | COc1ccc(-c2cn3cc(Br)cnc3n2)cc1 | -18 | -10 | 5 | -72 | -30 | 44 | -25 | 12 | -54 | -63 | -16
38 | COc1cccc(NC(=O)C2COc3ccccc3O2)c1 (configuration not stated) | -25 | -60 | -11 | -43 | -78 | 0 | -33 | 9 | -61 | -64 | -42
39 | CN(CCC#N)C(=O)COC(=O)c1cc(Cl)cc(Cl)c1N | -5 | -12 | 8 | -16 | -3 | -2 | -28 | 0 | 11 | 7 | 5
40 | Cc1ccsc1C(=O)Nc1ccc(S(=O)(=O)N2CCOCC2)cc1 | -6 | 6 | 1 | -32 | 6 | -2 | -5 | 5 | -22 | -7 | 5
41 | O=C(Nc1cc(C(F)(F)F)ccc1Cl)C(Sc1ccccn1)c1ccccc1 (configuration not stated) | 5 | -5 | 1 | 15 | 5 | 9 | -1 | 6 | -9 | 1 | 0
42 | CCOc1ccc(Cc2onc3c2C(=O)CC(C)(C)C3)cc1OCC | 6 | 0 | 4 | -3 | 16 | 5 | 11 | -4 | 5 | 6 | -4
43 | Cc1ccc(S(=O)(=O)N(C)Cc2ccc(-c3nnc4n3CCC4)cc2)cc1 | 1 | -8 | -8 | -14 | -17 | 14 | -4 | 0 | 24 | -26 | -34
44 | COc1ccc(C(=O)NNC(=O)c2cc3cccc(OC)c3oc2=O)cc1 | 7 | -2 | 8 | -7 | 11 | -3 | -30 | -12 | -26 | 10 | -2
45 | Oc1ccccc1C=NN=Cc1ccccc1Cl | -9 | 4 | -5 | -23 | -92 | 5 | -102 | -26 | -39 | 10 | 2
46 | Cc1ccc(CN2CC(C(=O)Nc3ccc4c(C)cc(=O)oc4c3)CC2=O)cc1 (configuration not stated) | 2 | 18 | 7 | 1 | 4 | -9 | 7 | -10 | -3 | 33 | 8
47 | CC(=O)Nc1ccc(OS(=O)(=O)c2c(C)cc(C)cc2C)cc1 | -14 | 2 | -8 | -25 | 6 | -1 | -14 | 8 | 20 | 7 | 21
48 | CC(C)(O)CNC(=O)Nc1ccc(Cl)c(Cl)c1 | 8 | -6 | 0 | -3 | -24 | 10 | 9 | 18 | 5 | 6 | 1
49 | COCCN(CCOC)S(=O)(=O)c1ccc(C(=O)Nc2nnc(C3CC3)o2)cc1 | -3 | 11 | -1 | -28 | 2 | 0 | -6 | 10 | -10 | -2 | 67*
50 | COc1ccc(S(=O)(=O)NC(CC(=O)NCc2ccco2)c2ccco2)cc1 (configuration not stated) | -8 | 7 | -4 | -2 | -18 | 1 | -17 | 8 | 17 | 11 | 10
51 | O=C(Cn1nnc(-c2cccs2)n1)N1CCc2ccccc2C1 | 2 | -4 | -7 | 8 | -9 | -7 | -14 | -7 | -2 | 0 | 0
52 | Cc1ccc(S(=O)(=O)NC(=O)Nc2ccc(N(C)C)cc2)cc1 | -6 | -3 | -4 | 9 | -11 | 23 | -2 | 14 | 8 | 18 | 43
53 | Cc1ccccc1C(=O)c1cccn1CC(=O)NCCC1=CCCCC1 | -11 | 5 | -14 | -3 | 8 | 0 | 11 | -1 | -23 | 8 | 2
54 | CCOC(=O)N1CCN(CC(=O)Nc2ccc(F)cc2)CC1 | 1 | 18 | -38 | -36 | 7 | -7 | -18 | 3 | 7 | -4 | -1
55 | COc1ccc(OC)c(S(=O)(=O)NCC(=O)NC2CCCCCC2)c1 | 5 | -11 | -9 | -2 | -10 | -1 | -10 | -1 | 17 | -4 | -4
56 | COc1ccc(OC)c(NC(=O)[C@@]2(CC(=O)O)CC(/C=C/c3ccccc3)=NO2)c1 | -14 | -5 | -6 | -16 | 3 | -18 | -24 | 0 | 10 | -10 | 7
57 | Cc1ccc(S(=O)(=O)NCC2CCC(C(=O)NCc3ccco3)CC2)cc1 (configuration not stated) | 5 | -3 | 8 | -4 | -18 | -6 | -14 | 1 | 0 | 17 | 3
58 | O=[N+]([O-])c1ccccc1S(=O)(=O)N1CCN(S(=O)(=O)c2ccc3c(c2)OCCO3)CC1 | -1 | nt | -4 | nt | -7 | 3 | -3 | -15 | 1 | 8 | 5

Compounds were not picked by outcome; any-hit rate near 4.2%.
